BLM helicase inh: inhibitors of human Bloom syndrome helicase BLM; hit rate 0.2% among 350,000; P54132; recombinant BLM DNA unwinding, fluorescence dequenching; Potency, µM (doses to about 56.1 µM), without a hit: at the highest dose activity change, negative = inhibition, most hits filed as inhibitors;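 also: potency is read from the fitted curve at half-maximal effect; plate controls were vehicle for no effect and no enzyme for full effect; nearly all actives have a fitted effect of over 35% in size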
Apoferritin bind: binds horse apoferritin like a general anesthetic | hit rate 0.074% among 350,000 | AID 485281 | apoferritin/1-aminoanthracene competitive binding, fluorescence | Potency, µM (doses to about 77.5 µM), for inactives: top-dose activity change, negative = displacement, usual class: inhibitors | P02791; also: potency is read from the fitted curve at half-maximal effect; % is scaled to controls: 0 for no effect and ±100 for the full control effect; nearly all actives have a fitted effect of over 20% in size
Target sequence (P02791 2-175 limits assumed): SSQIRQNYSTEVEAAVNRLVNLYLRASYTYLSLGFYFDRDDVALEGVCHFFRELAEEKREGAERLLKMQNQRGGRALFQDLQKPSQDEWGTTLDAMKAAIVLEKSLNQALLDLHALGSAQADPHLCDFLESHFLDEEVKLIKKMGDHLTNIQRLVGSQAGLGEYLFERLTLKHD
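Apoferritin-based anesthetic binding model; compound displacement of fluorescent 1-AMA measured as endpoint fluorescence after 10 minutes at room temperature, scaled to free-ligand and complex controls.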
Pol eta inh: DNA polymerase eta (human) inhibition; Q9Y253; Potency, µM (top dose mostly 114 µM), inactives show at the highest dose activity change, negative = inhibition, most hits filed as inhibitors; AID 588591; recombinant Pol eta, fluorescent DNA replication assay; hit rate 1.2% among 390,000; also: potency is read from the fitted curve at half-maximal effect; % is scaled to controls: 0 for no effect and ±100 for the full control effect
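Pol eta at 10 nM preincubated with compounds 15 min at room temperature; reaction started with fluorescent substrate (50 nM final) and read kinetically at 0 and 10 min.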
POLB inh: blocks human DNA polymerase beta activity. P06746. Pol beta primer extension/strand displacement, fluorescence kinetic. Potency, µM (titrated, usually from 114 µM), inactives show at the highest dose activity change, negative = inhibition, usual class: inhibitors. hit rate 1.3% among 340,000; also: potency is read from the fitted curve at half-maximal effect; % is scaled to controls: 0 for no effect and ±100 for the full control effect
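Pol beta (10 nM) and compounds were preincubated 15 min at room temperature, then 50 nM substrate (final) started primer extension/strand displacement. Reads were taken at 0 and 10 min; concentration-response data were fitted to a four-parameter Hill equation.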
APEX1 inh: inhibitors of human APE1 endonuclease | hit rate 0.35% among 350,000 | P27695 | recombinant APE1, TAMRA/BHQ-2 abasic DNA cleavage fluorescence | Potency, µM (series often up to 65.8 µM), for the others: top-dose activity change, negative = inhibition, actives largely listed as inhibitors;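 also: potency is read from the fitted curve at half-maximal effect; plate controls were vehicle for no effect and reference inhibitor for full effect; nearly all actives have a fitted effect of over 55% in size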
Target sequence (P27695 whole entry, looked up): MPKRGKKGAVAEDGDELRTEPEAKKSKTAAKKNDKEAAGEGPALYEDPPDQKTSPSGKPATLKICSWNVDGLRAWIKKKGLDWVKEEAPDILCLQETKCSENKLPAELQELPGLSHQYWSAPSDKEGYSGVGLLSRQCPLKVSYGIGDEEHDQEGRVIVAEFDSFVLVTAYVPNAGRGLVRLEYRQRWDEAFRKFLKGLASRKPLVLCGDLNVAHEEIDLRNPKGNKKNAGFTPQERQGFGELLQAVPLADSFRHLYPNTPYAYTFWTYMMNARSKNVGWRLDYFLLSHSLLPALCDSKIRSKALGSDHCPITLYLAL
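Enzyme (0.75 nM final) and test compound are incubated 15 min at room temperature before adding 50 nM quenched THF abasic-site duplex. Cleavage dequenches TAMRA, followed at 525/598 nm over three reads one minute apart.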
PGK inhibitor: inhibitors of T. brucei phosphoglycerate kinase. hit rate 0.043% among 380,000. Potency, µM (titrated, usually from 57.5 µM), inactives show at the highest dose activity change, negative = inhibition, usual class: inhibitors. PGK/GAPDH coupled, Kinase-Glo luminescence, 60 min; also: potency is read from the fitted curve at half-maximal effect; % is scaled to controls: 0 for no effect and ±100 for the full control effect; nearly all actives have a fitted effect of over 60% in size
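Recombinant glycosomal PGK reaction used 1,3-bisphosphoglycerate generated in-well by GAPDH (100nM final) in 100mM TEA pH 7.6, 5mM MgCl2, 0.01% Tween-20. After 60 minutes at room temperature, ATP was read by Kinase-Glo Plus luminescence end-point.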
POLI inh: blocks human DNA polymerase iota activity. Q9UNA4. Pol iota fluorescent replication assay, 10 min. Potency, µM (titrated, usually from 115 µM), inactives show at the top dose activity, negative = inhibition, hits mostly inhibitors. hit rate 1% among 390,000. AID 588590; also: potency is read from the fitted curve at half-maximal effect
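Fluorescent replication assay read twice, at 0 min and 10 min after adding 50 nM (final) substrate. Enzyme (10 nM) and compounds were first incubated 15 min at room temperature; enzyme-free buffer wells were negative controls.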
RXFP1 antag: RXFP1 (human) relaxin receptor antagonism | HEK293-RXFP1, relaxin-stimulated cAMP HTRF, 30 min; active compounds read low | activity change, negative = inhibition, % at 57.5 µM | hit rate 0.59% among 350,000;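 active = activity change of -60% or lower, but not beyond a set lower limit; inconclusive = change between -60% and -40%, or beyond the set limit; inactive = change above -40%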; also: % is scaled to controls: 0 for no effect and ±100 for the full control effect
POLK inh: DNA polymerase kappa (human) inhibition; purified Pol kappa, fluorescent DNA synthesis assay, 10 min; Potency, µM (highest dose often 107 µM), inactives show at the top dose activity, negative = inhibition, hits mostly inhibitors; Q9UBT6; hit rate 0.53% among 400,000; also: potency is read from the fitted curve at half-maximal effect; % is scaled to controls: 0 for no effect and ±100 for the full control effect
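Readout: fluorescence, taken kinetically at 0 and 10 min. Conditions: 10 nM Pol kappa, 15 min RT compound preincubation, 50 nM substrate final. Controls: enzyme-free buffer wells.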
An asterisk follows results filed as active; i = inactive; ? = inconclusive; nt = not tested or not shown; & = joins results of further samples; [ ] = another dose, or the depositor's remark. Unless noted, calls follow the shape of the dose curve; as a rule, active = well fitted curve in the direction sought with a large enough effect; inconclusive = small, poorly fitted or top-dose-only effect, or another doubt; inactive = no such curve, though single readings can be large; an effect the other way counts as inactive or inconclusive. A portion of the library; count on the stated rates, not on these rows.

SMILES	BLM helicase inh	Apoferritin bind	Pol eta inh	POLB inh	APEX1 inh	PGK inhibitor	POLI inh	RXFP1 antag	POLK inh
CC(=O)C1=C(O)C2C3c4c[nH]c5cccc(c45)CC3C(C)(C)N2C1=O (centres undefined)	-0.3%	-1.4%	nt	nt	-0.1%	nt	nt	nt	-4.2%[60.1 µM]
O=C(CCN1CCN(CCO)CC1)N1c2ccccc2Sc2ccc(C(F)(F)F)cc21	1.2%&-7.1%	-6.7%	-11.0%	42.3%	-2.8%	i	?	-10.2	-3.4%
CC12CCC3C(=CCc4cc(O)ccc43)C1CCC2=O (centres undefined)	2.9%	-16.0%	nt	nt	-1.3%	nt	nt	nt	-7.9%[60.1 µM]
C[C@H](CCC(=O)O)[C@H]1CC[C@H]2[C@@H]3[C@H](O)C[C@@H]4C[C@H](O)CC[C@]4(C)[C@H]3CC[C@]12C	nt	nt	4.4%	nt	1.6%	-10.7%	-2.6%	nt	7.9%

An excerpt from above in order of molar mass, largest number first:
SMILES	BLM helicase inh	Apoferritin bind	Pol eta inh	POLB inh	APEX1 inh	PGK inhibitor	POLI inh	RXFP1 antag	POLK inh
O=C(CCN1CCN(CCO)CC1)N1c2ccccc2Sc2ccc(C(F)(F)F)cc21	1.2%&-7.1%	-6.7%	-11.0%	42.3%	-2.8%	i	?	-10.2	-3.4%
CC(=O)C1=C(O)C2C3c4c[nH]c5cccc(c45)CC3C(C)(C)N2C1=O (centres undefined)	-0.3%	-1.4%	nt	nt	-0.1%	nt	nt	nt	-4.2%[60.1 µM]
CC12CCC3C(=CCc4cc(O)ccc43)C1CCC2=O (centres undefined)	2.9%	-16.0%	nt	nt	-1.3%	nt	nt	nt	-7.9%[60.1 µM]

One compound at a time (already shown).
CC(=O)C1=C(O)C2C3c4c[nH]c5cccc(c45)CC3C(C)(C)N2C1=O (centres undefined) reads BLM helicase inh: -0.3%; Apoferritin bind: -1.4%; Pol eta inh: nt; POLB inh: nt; APEX1 inh: -0.1%; PGK inhibitor: nt; POLI inh: nt; RXFP1 antag: nt; POLK inh: -4.2%[60.1 µM]
CC12CCC3C(=CCc4cc(O)ccc43)C1CCC2=O (centres undefined) reads BLM helicase inh: 2.9%; Apoferritin bind: -16.0%; Pol eta inh: nt; POLB inh: nt; APEX1 inh: -1.3%; PGK inhibitor: nt; POLI inh: nt; RXFP1 antag: nt; POLK inh: -7.9%[60.1 µM]
